Compound activity deposited in PubChem BioAssay by Fisher Drug Discovery Resource Center.
hcGAS inh – inhibitors of human cGAS. inhibition, % at 12.5 µM. AID 1259398. Q8N884. recombinant h-cGAS, ATP depletion, Kinase-Glo luminescence. hit rate 0.081% among 290,000;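 further: 0% = vehicle reaction and 100% = reaction without DNA for no activity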
Target sequence (Q8N884 whole entry, looked up): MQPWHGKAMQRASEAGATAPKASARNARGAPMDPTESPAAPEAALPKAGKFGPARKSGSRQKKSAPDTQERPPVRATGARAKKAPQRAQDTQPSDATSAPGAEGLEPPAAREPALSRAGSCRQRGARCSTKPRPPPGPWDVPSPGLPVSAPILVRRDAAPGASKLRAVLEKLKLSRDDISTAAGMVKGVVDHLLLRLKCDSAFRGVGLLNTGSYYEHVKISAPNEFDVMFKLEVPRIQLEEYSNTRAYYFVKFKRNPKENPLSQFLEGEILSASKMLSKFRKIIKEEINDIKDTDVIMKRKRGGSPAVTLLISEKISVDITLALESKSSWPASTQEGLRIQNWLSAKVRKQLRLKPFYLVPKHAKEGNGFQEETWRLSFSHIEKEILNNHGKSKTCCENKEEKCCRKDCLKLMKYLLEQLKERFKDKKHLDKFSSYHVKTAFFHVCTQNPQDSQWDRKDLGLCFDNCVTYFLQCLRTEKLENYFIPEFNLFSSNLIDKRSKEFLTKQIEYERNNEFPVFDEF
mcGAS lum – mouse cGAS inhibition by luminescence | Q8C6L5 | recombinant cGAS, Kinase-Glo ATP depletion luminescence | inhibition, % at 12.5 µM | hit rate 0.15% among 160,000;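 further: 0% = negative control wells and 100% = reference inhibitor with no enzyme activity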
NPYLR7 ag – activates Aedes aegypti NPYLR7 receptor; HEK293T NPYLR7/Galpha15, GCaMP6s calcium fluorescence; activation, % at 10 µM; hit rate 0.15% among 270,000; in the data active means activation above about 40%;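 further: 0% = vehicle and 100% = reference agonist at the receptor; some compounds past the cut are filed as inactive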
Numbers without * were called inactive; nt = no result given; & = joins results of further samples. Unless noted, no stated cut-off is given here; in the data, active means inhibition above about 40%; inactive means the rest.

Every second line gives: hcGAS inh, mcGAS lum, NPYLR7 ag
- O=C(O)c1ccc(CSc2nnc(-c3ccccc3Cl)n2Cc2ccccc2)cc1
→ 0.6, -2.6, -0.2
- COc1ccc(/C=C2/C(=O)N(c3ccccc3)N=C2C)cc1
→ -6.3, -4.6, -0.6
- COc1cccc2c1OCCCN(C(=O)CCc1scnc1C)C2
→ -8.9, nt, 6.0
- CN(CCc1noc(C2CC2)n1)c1nc(-c2ccncc2)nc2c1CNC2
→ -5.5, -10.7, 0.1
- O=c1oc2ccccc2n1CN1CCCCC1
→ 2.1, 1.4, 1.3
- CN(C)CCC1CN(C(=O)c2ccc(C(F)(F)F)cc2)CCO1 (stereo unspecified)
→ -3.9, nt, 6.6
- NC(=O)c1ccccc1OCc1csc(COc2ccc(F)cc2)n1
→ 0.9, nt, 8.0
- Cc1nc2ncnn2c(N2CCN(S(=O)(=O)c3cccc(OC(F)(F)F)c3)CC2)c1Cc1ccccc1
→ -5.6, -6.8, nt
- CC(C)n1ncc2cc(NS(=O)(=O)c3cccc(C(F)(F)F)c3)cnc21
→ -7.6, nt, 4.1
- COc1ccc(C(C)NC(=O)c2cnccn2)cc1Br (stereo unspecified)
→ -7.9, -7.0, 13.1
- Cc1cccc(CSc2nnc(C(C)NS(=O)(=O)c3ccc(Cl)cc3)n2-c2ccc([N+](=O)[O-])cc2)c1 (stereo unspecified)
→ -7.9, -5.6, -2.3
- O=[N+]([O-])c1ccc(Cl)c(S(=O)(=O)NCc2ccco2)c1
→ -7.6, nt, -0.8
- CC(C)(C)CC(C)(C)NC(=O)/C=C/S(=O)(=O)c1ccccc1O
→ 7.4, nt, 6.8
- CC(C)(CN1CCC(Cc2cccc(C(=O)O)c2)C1)N1CCOCC1 (stereo unspecified)
→ -0.8, nt, 2.6
- CCCC12CCC(O)(CC1)CC2
→ -5.8, nt, 7.8
- COc1ccccc1CCN1CC(=O)N(c2ccc(Cl)cc2)C2CS(=O)(=O)CC21 (stereo unspecified)
→ -8.7, nt, 3.9
- O=S(=O)(NCc1ccnc(OC2CCCC2)c1)N1CCCCCC1
→ -8.5, nt, 0.2
- COCCN(Cc1c(-c2ccccc2)noc1N1CCN(C)CC1)C(=O)c1ccc(Cl)cc1
→ -6.5, -7.4, 12.9
- O=C(Nc1ccc(Cl)cn1)c1cc2nc(-c3ccc(Br)cc3)cc(C(F)(F)F)n2n1
→ -4.8, -4.0, 5.4
- COc1cccc(NC(=O)N2CCN(CC(OCc3cccc(C)c3)c3ccc(Cl)cc3)CC2)c1 (stereo unspecified)
→ 1.4, -0.2, -7.8
- CC(NC1CCSCC1)c1ccc(-n2cncn2)cc1 (stereo unspecified)
→ -0.8, nt, -1.9
- Nc1c(C(=O)Nc2ccc(Br)cc2)sc2[nH]c(=O)c(C(=O)O)cc12
→ -10.5, nt, 19.2
- CCOc1ccccc1NC(=O)N1CCN2C(=O)CN(C)C(=O)C2C1 (stereo unspecified)
→ 0.9, -11.5, 2.2
- Cc1noc(-c2ccccc2Cl)c1C(=O)NCCc1cnc[nH]1
→ -0.6, 0.2, -9.1
- COc1ccc(OC)c(N2CCN(C(=O)c3ccc(C(F)(F)F)cc3)C(C)C2=O)c1 (stereo unspecified)
→ -4.2, nt, -2.5
- Cc1ccc(C)c(Cc2c(C)nc(C)nc2N2CCN(C(=O)c3cccc(C(F)(F)F)c3)CC2)c1
→ -4.2, -8.1, 2.4
- N=C(N)c1cccc(NC(=O)Nc2cccc(C(=N)N)c2)c1
→ 12.6, nt, -29.1
- CN(C)Cc1nc(C(=O)N2CC[C@@]3(O)CCCC[C@H]3C2)cs1
→ -6.3, nt, -5.5
- COc1ccc2n[nH]c(CN3CCCN(c4ccnc(C)c4)CC3)c2c1
→ -4.9, nt, 4.9
- COc1ccc(CC(=O)Nc2c(-c3cccc(OC)c3)nc3ccccn23)cc1
→ -7.4, -6.5, -2.2
- Clc1cncc(NCc2cccc(COC3CCOCC3)c2)n1
→ -2.3, nt, -1.9
- O=C(NNS(=O)(=O)c1ccc2ccccc2c1)c1ccccc1Cl
→ -12.5, nt, 11.7
- CCCc1nn2c(N)c(C=C3C=CC(=O)C=C3)c(=O)nc2s1
→ 13.1, nt, -3.5
- COc1cc(CN2CCn3nc(C(=O)Nc4ccc(C(C)C)cc4)cc3C2=O)cc(OC)c1
→ -2.9, -5.1, 12.1
- Nc1ccc2nc(-c3ccc4nc[nH]c4c3)[nH]c2c1
→ -3.6, -3.4, 11.0
- CCOCCCn1c(NC(=O)Nc2ccc(C)cc2)c2ccccc2nc1=O
→ -6.2, nt, 8.4
- CCn1nnnc1SCc1csc(-c2ccc(Cl)cc2)n1
→ -3.3, -5.2, 2.7
- O=[N+]([O-])c1cc(O)c(N=Cc2c(O)ccc3ccccc23)cc1Cl
→ -2.9, -0.5, 9.9
- CS(=O)(=O)NCC1CCCCN1Cc1ccncc1Cl (stereo unspecified)
→ -15.5, nt, 11.5
- Cc1ccc(/C(=C2\OC(=O)c3ccccc32)[N+](=O)[O-])c(C)c1
→ -5.3, nt, 2.3
- OCC1(Cc2ccccc2Cl)CCN(Cc2cc(Cl)ccc2O)CC1
→ -6.2, nt, 1.9
- COc1ccccc1-n1cc(Cn2ccnc2-c2nc[nH]c2C)cn1
→ -2.6, -12.9, 2.2
- Cc1ccc(C)c2[nH]c(=O)c(CCNC(=O)CCCc3ccccc3)cc12
→ -0.1, nt, 5.7
- CC(=O)c1c(C)oc2c(Cl)cc(NS(=O)(=O)c3cccc([N+](=O)[O-])c3)cc12
→ -0.5, -5.3, 6.5
- CC(C)CN1CCOC(CCNC(=O)c2cncs2)C1 (stereo unspecified)
→ -6.5, -11.9, 21.9
- Cc1n[nH]c(C)c1C(C)N(C)C(=O)c1ccc2oc(Cc3ccccc3)nc2c1 (stereo unspecified)
→ -5.8&-8.3, -11.9, -3.0&15.9
- O=C1C2CCCN2C(c2ccc(Br)cc2)N1c1nccs1 (stereo unspecified)
→ -7.8, -7.6, 2.0
- Fc1cc(NCc2ccccc2)nc(NCc2ccccc2)n1
→ -7.5, -5.1, 0.1
- O=S(=O)(c1cccc2nsnc12)N1CCN(c2nnnn2-c2ccccc2)CC1
→ -4.6, nt, 5.5
- O=C1NCCN(CC2CCCCC2)C1CC(=O)N1CC=C(c2ccccc2)CC1 (stereo unspecified)
→ -10.7, -8.0, 9.3
- N#Cc1ccccc1Oc1nc(C(F)(F)F)nc2ccccc12
→ -6.1, nt, -1.4
- O=C(CC1CCCC1)Nc1cc2c(cc1Br)OCCO2
→ -1.7, -0.5, -3.9
- COC1CCN(C(=O)C2CCNC(=O)CC2)CC1 (stereo unspecified)
→ 4.5, 1.0, nt
- Cc1ccc(S(=O)(=O)c2cn(Cc3ccccc3)c3cc(N4CCOCC4)c(F)cc3c2=O)cc1
→ -4.5, -6.6, -5.8
- CN(C)c1ccc(C=NN=c2sc3ccccc3n2C)cc1
→ -0.8, -3.8, 2.9
- O=C1NCC2(CCCN(C(=O)Cn3c(C4CC4)nc4ccccc43)CC2)O1 (stereo unspecified)
→ -7.3, -13.8, nt
- COc1ccc(Cl)cc1NC(=O)CSc1nc(=O)n(CCN(C)C)c2c1CCCC2
→ -8.9, -6.3, -2.7
- CC(C)(CO)NC(=O)CC1C(=O)NCCN1Cc1cccc(F)c1F (stereo unspecified)
→ -6.8, nt, -4.8
- OCc1ccccc1-c1nc2ccccc2o1
→ 3.4, nt, 4.7
- COc1ccc(/C=C/C2=NC(=C\c3sccc3C)/C(=O)O2)cc1
→ -9.2, nt, 7.4

Carrying on:
Every second line gives: hcGAS inh, mcGAS lum, NPYLR7 ag
- COc1cc2c(cc1OC)C1CN(C(=O)Nc3ccc(Cl)cc3Cl)CC(=O)N1CC2 (stereo unspecified)
→ -5.8, -7.5, -4.4
- C=C1c2ccccc2C(=O)N1C(C)C(=O)NCCCn1nc(C)cc1C (stereo unspecified)
→ -3.5, nt, -1.1
- CCOC(=O)N1CCN(c2nc(Nc3ccc(OC)cc3)c3nccnc3n2)CC1
→ 1.5, nt, 2.9
- COc1ccc(C2=NOC(CN(Cc3ccc(F)cc3)C(=O)C3CCCC3)C2)cc1OC (stereo unspecified)
→ -3.7, -7.9, 0.8
- O=C(c1[nH]cnc1-c1ccccc1)N1CC[C@H](CO)[C@H](O)C1
→ -5.0, -17.0, 0.2
- CN(C)CCN(C)C(=O)CC1(C)N=C(c2cccc3ccccc23)N(C)O1 (stereo unspecified)
→ -4.0, nt, 7.7
- CC(Oc1ccc(Cl)cc1C(N)=O)C(=O)N(C)c1ccccc1 (stereo unspecified)
→ -9.0, nt, -14.3
- CCc1c(C(=O)CN2C(=O)CC3(CCSC3)C2=O)[nH]c(C)c1C(C)=O (stereo unspecified)
→ -10.0, nt, -0.8
- COc1ccc(-c2csc(CNS(C)(=O)=O)c2)cc1
→ -0.3, nt, 4.2
- Cc1ccn2c(NC(=O)COc3ccccc3)c(-c3ccccc3C)nc2c1
→ -7.1, -6.3, -6.0
- C=CCn1cc(CN2CCCC(c3nc4c(C)cccc4[nH]3)C2)c(C)n1 (stereo unspecified)
→ -8.5, -10.7, -2.1
- CCc1nc(SCc2ccc(C)cc2)c2c(=O)n(C)c(=O)n(C)c2n1
→ 0.6, nt, -2.8
- CNc1ncc(CN(C)C(=O)CC23CC4CC(CC(C4)C2)C3)cn1
→ -15.1, -6.0, nt
- O=C(O)C1(Oc2cccc(N3CCOCC3)c2)CCOCC1
→ -0.3, -17.4, 4.7
- CCOc1ccc(-n2c(C(C)N(Cc3ccccc3)C(=O)Nc3ccc(Cl)cc3Cl)nc3ccccc3c2=O)cc1 (stereo unspecified)
→ -17.4, -6.5, -3.7
- O=C(CN(C(=O)c1ccccc1)C1CC1)Nc1nc(CC(=O)N2CCN(c3ccccc3Cl)CC2)cs1
→ -0.8, -3.8, 15.8
- CN(C)c1ncccc1CNC(=O)CCn1ccccc1=O
→ -4.0, -19.0, 1.9
- CCc1nc2ccc(C(=O)NCc3ccc4c(c3)OCO4)cn2c1N(C)CCC(C)C
→ -5.9, -1.4, -3.2
- c1ccc(CSc2nc(Oc3ccc4c(c3)OCO4)cc(-c3ccccc3)n2)cc1
→ -3.0, nt, -0.9
- Cc1nc(C(C)NC(=O)c2ncccc2OCC(F)(F)F)cs1 (stereo unspecified)
→ -9.9, nt, 3.0
- CC(C)n1c(=O)c(C(=O)NCCCCc2ccccc2)cc2cccnc21
→ -4.0, -3.5, -0.5
- Cc1cc(NC(=O)CSc2nnc3n2CCCCC3)no1
→ -4.7, nt, 8.0
- O=C1NC2(CCCCC2)C(=O)N1CN1CCCC1c1cccs1 (stereo unspecified)
→ -4.7, nt, 7.2
- CCc1nc(-c2ccccc2O)n(-c2ccccc2)n1
→ -4.2, -7.2, 5.2
- CS(=O)(=O)CC(=O)N1CCN(C2Cc3ccccc3C2)CC1
→ -8.9, -13.5, -1.5
- CCc1cc(=O)n2nc(NC3CCN(CCOc4ccc(F)cc4)CC3)sc2n1
→ -3.1, nt, -2.1
- C=CCCC(=O)N1c2cccc3c2[C@@H](C[C@H]1C(N)=O)CN(C)C3=O
→ 8.4, -7.0, 5.0
- OCC1(Cc2ccccc2F)CCCN(c2ccc3ccccc3n2)C1 (stereo unspecified)
→ -6.1, -17.4, 28.6
- O=C(c1cc(F)ccc1Cl)N1CCC(Cc2ccc(C(F)(F)F)cc2)CC1
→ -5.8, -7.2, 18.9
- CCc1cc2c(cc3c(=O)n(CC(=O)NC(C)CC)nc(CC)n32)s1 (stereo unspecified)
→ -2.4, -5.4, 12.4

The list continues.
structure	hcGAS inh	mcGAS lum	NPYLR7 ag
Cc1nn(C)c(C)c1NC(=O)c1cc(C)n(C(C)C)c1C	-11.8&-6.9	nt	8.3&2.4
COCCCn1cnc(-c2ccccc2)c1-c1cc2c(cc1OC)OCCCO2	-1.2	-9.8	-6.0
CCOC(=O)CC(=O)Nc1sc2c(c1C(=O)OCC)Cc1ccccc1-2	-7.5	-2.6	4.3
Cc1ccc2c(c1)N(Cc1ccccc1)C(=O)C(C)S2 (stereo unspecified)	3.0	nt	1.2
C=C(C)Cn1c(=O)c2c(nc3n2CCN3c2ccc(OC)cc2)n(C)c1=O	-9.3	nt	2.1
CCOC(=O)c1cc(-c2cccc(NC(=O)c3cccs3)c2)n(-c2ccccn2)n1	-2.0	-5.0	15.4
NC(=O)[C@H](CC1CCCCC1)NC(=O)[C@H]1CNCCN1C(=O)N1CCOCC1	-3.3	-8.1	-7.2
COc1ccc(S(=O)(=O)Oc2cc(CN(CC3CCCO3)C(=O)c3ccccc3Cl)ccc2OC)cc1 (stereo unspecified)	-0.7	-3.8	24.7
COc1ccccc1/C=C(\NC(=O)c1ccc(C)cc1)C(=O)Nc1ccccc1OC	-1.0	nt	-0.5
Cc1cc2cc(C(=O)NC(Cn3ccnc3)C(C)C)ccc2o1 (stereo unspecified)	-4.2	nt	3.5
CCc1c(C)sc(NC(=O)c2noc(C(C)C)c2[N+](=O)[O-])c1C#N	-1.8	-0.7	7.1

An excerpt of these results, as labelled records.
mol: CCOC(=O)c1cc(-c2cccc(NC(=O)c3cccs3)c2)n(-c2ccccn2)n1
- hcGAS inh: -2.0
- mcGAS lum: -5.0
- NPYLR7 ag: 15.4
mol: NC(=O)[C@H](CC1CCCCC1)NC(=O)[C@H]1CNCCN1C(=O)N1CCOCC1
- hcGAS inh: -3.3
- mcGAS lum: -8.1
- NPYLR7 ag: -7.2

Random excerpt: 4 compounds from above
structure	hcGAS inh	mcGAS lum	NPYLR7 ag
CC(C)CN1CCOC(CCNC(=O)c2cncs2)C1 (stereo unspecified)	-6.5	-11.9	21.9
CCOC(=O)CC(=O)Nc1sc2c(c1C(=O)OCC)Cc1ccccc1-2	-7.5	-2.6	4.3
CN(C)CCC1CN(C(=O)c2ccc(C(F)(F)F)cc2)CCO1 (stereo unspecified)	-3.9	nt	6.6
CS(=O)(=O)NCC1CCCCN1Cc1ccncc1Cl (stereo unspecified)	-15.5	nt	11.5
